GPR55 beta-arrestin: selective activators of receptor GPR55 – imaging, U2OS cells, beta-arrestin-GFP redistribution, primary screen (AID 1961); 290,000 compounds, 0.048% hits; activation, % at 10 µM, or EC50 in µM where a hit was titrated; U2OS GPR55 beta-arrestin-GFP redistribution imaging; higher % means a stronger effect;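 active = activation above 40% with more than 50 cells counted in the well; inconclusive = wells holding fewer than 50 cells, flagged as toxic or sparse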;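 also: U2OS osteosarcoma cells stably expressing GPR55 and beta-arrestin-GFP; plate controls were DMSO negative control for no effect and LPI positive control for full effect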
KOR beta-arrestin-1: KOR agonists, beta-arrestin recruitment, primary screen, cell-based, luminescence, uHTS (AID 1777). KOR beta-arrestin recruitment, luminescence; higher % means a stronger effect. activation, % at 10 µM, or EC50 in µM where a hit was titrated. 280,000 compounds, 0.02% hits; in the data active = activation above about 50%, passing the limit was not always enough; also: a part of the inactive calls stands beside numbers as strong as those of hits
HIV fusion peptide: inhibitors of HIV fusion peptide binding, primary screen, biochemical, uHTS, fluorescence dequenching (AID 1986). cell-free peptide binding, fluorescence dequenching, 30 min; higher % means a stronger effect. inhibition, % at 20 µM; hits with a dose series show IC50 in µM. 290,000 compounds, 0.3% hits; in the data active = inhibition mostly above about 52%, no sharp cut-off; inactive = mostly below about 76%; also: some results filed as inactive read as strong as hits
KOR beta-arrestin-2: KOR antagonists, beta-arrestin recruitment, cell-based, luminescence, uHTS (AID 1778) | KOR beta-arrestin recruitment, luminescence, antagonist mode; higher % means a stronger effect | one-dose inhibition, % at 10 µM; IC50 in µM for titrated hits | 290,000 compounds, 0.091% hits; in the data active = inhibition above about 50%; also: strong numbers were not always called active
AID2073: disruptors of CaV2.2 binding to Mint1 – biochemical, HTRF (AID 2073) | HTRF protein-protein interaction, Mint1-CaV2.2; higher % means a stronger effect | inhibition, % at 20 µM; hits with a dose series show IC50 in µM | 290,000 compounds, 0.19% hits; in the data active = inhibition mostly above about 51%, no sharp cut-off; inconclusive = no clear call, values can overlap the other calls; inactive = mostly below about 53%; also: some results filed as inactive read as strong as hits
Siah-1 displacement: Siah-1 peptide-binding antagonists, primary screen, biochemical, fluorescence polarization, rhodamine-plectin, uHTS (AID 1817); Siah-1 / rhodamine-plectin peptide fluorescence polarization; higher % means a stronger effect; displacement, % at 20 µM, or IC50 in µM where a hit was titrated; 290,000 compounds, 0.02% hits;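 active = displacement of at least 50% at 20 µM, with a fluorescence ratio check between 0.3 and a set limit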;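 also: plate controls were Siah plus tracer with DMSO for no effect and tracer alone without Siah for full effect; strong numbers were not always called active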
NOD1 inhibition: NOD1 signaling inhibitors, primary screen, cell-based, luminescence, uHTS (AID 1578). one-dose inhibition, % at 4 µM; EC50 in µM for titrated hits. 290,000 compounds, 1% hits. NOD1-driven NF-kB luciferase reporter cells, luminescence; higher % means a stronger effect; in the data active = inhibition mostly above about 36%, no sharp cut-off; inactive = mostly below about 34%;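 also: HEK-293T reporter cells stimulated with the NOD1 agonist gamma-tri-DAP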
GPR55 LPI antagonism: inhibition of LPI-stimulated GPR55 beta-arrestin translocation – imaging, U2OS, beta-arrestin-GFP, LPI agonist, primary screen (AID 2013); 290,000 compounds, 0.13% hits; inhibition, % at 10 µM; hits with a dose series show IC50 in µM; U2OS GPR55 beta-arrestin-GFP translocation imaging, LPI antagonism; higher % means a stronger effect;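 active = spots per cell inhibited over 60%, with over 100 cells counted and total cytoplasm intensity under 500,000; inconclusive = wells with under 100 cells, flagged as likely toxic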;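 also: U2OS cells stably carrying GPR55 and arrestin-GFP stimulated by 5 µM LPI near EC80; imaged beta-arrestin-GFP aggregate spots per cell after agonist stimulation; plate controls were LPI-stimulated DMSO wells for no effect and DMSO wells without LPI for full effect; some results filed as inactive read as strong as hits; confirmed hits need IC50 under 10 µM and bright autofluorescent wells are also inconclusive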
GPR35 antagonists: inhibition of zaprinast-stimulated GPR35 beta-arrestin translocation – imaging, U2OS, beta-arrestin-GFP, zaprinast agonist, primary screen (AID 2058) | U2OS GPR35 beta-arrestin-GFP translocation imaging, zaprinast antagonism; higher % means a stronger effect | one-dose inhibition, % at 10 µM; IC50 in µM for titrated hits | 290,000 compounds, 0.052% hits;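 active = inhibition of at least 50% with at least 30 cells and total cytoplasm GFP at most 10,000,000; inconclusive = under 30 cells or total GFP of 10,000,000 plus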
* marks the source's active call; other numbers are inactive results; ? = inconclusive; · = not tested or not shown; [ ] = another dose, or the depositor's remark.

SMILES	GPR55 beta-arrestin	KOR beta-arrestin-1	HIV fusion peptide	KOR beta-arrestin-2	AID2073	Siah-1 displacement	NOD1 inhibition	GPR55 LPI antagonism	GPR35 antagonists
Cc1ccc(NC(=S)N(CCN2CCCCC2)Cc2ccco2)cc1	-0.3%	13.9%	-1.3%	13.1%	-39.0%	-1.0%	5.3%	-0.1%	7.9%
COc1ccc2[nH]c(C(=O)Nc3cccc(C)n3)cc2c1	0.1%	-1.1%	1.6%	4.3%	22.2%	7.4%	-5.7%	-10.1%	6.1%
COCCNC(=O)C(=O)N/N=C(\C)CC(=O)Nc1ccc2c(c1)OCO2	-0.1%	2.3%	0.5%	17.8%	-3.6%	2.5%	-40.4%	2.8%	-2.0%
CCn1nnc(NC(=O)c2c(OC)cccc2OC)n1	-0.2%	-9.8%	1.4%	3.9%	-6.2%	-0.9%	-14.2%	1.3%	11.6%
COc1ccc2[nH]c(=O)c(CN(CCO)S(=O)(=O)c3c(C)ccc4nsnc34)cc2c1	-0.1%	-3.7%	0.8%	22.2%	0.5%	4.2%	7.5%	-1.7%	-3.0%
O=C(Nn1c(-c2ccc(Br)cc2)nc2ccccc2c1=O)c1ccncc1	-0.4%	0.5%	-1.8%	-20.5%	16.8%	2.9%	-26.3%	7.2%	-2.8%
CC(=O)Nc1ccccc1NS(=O)(=O)c1cccc([N+](=O)[O-])c1	-0.1%	-1.0%	-0.1%	-0.9%	2.3%	0.0%	-29.4%	15.1%	9.5%
Cc1ccc(-c2nnc(NC3CCCC3)s2)cc1	-0.3%	-1.0%	-1.6%	-26.5%[20 µM]	11.9%	-2.7%	-42.1%	11.5%	15.8%
Cc1ccc(-c2nnc(SCC(=O)N/N=C/c3c(C)nn(-c4ccccc4)c3C)n2-c2ccc(C)cc2)cc1	0.1%	-1.6%	1.1%	-3.6%	51.8%	12.7%	18.6%	10.0%	-16.5%
CCNC(=S)N1CCN(CC(=O)Nc2ccc(Br)cc2)CC1	1.3%	-0.1%	-2.2%	1.2%	-12.0%	-2.7%	-18.6%	-0.3%	-0.2%
O=C(COC(=O)c1cccnc1Nc1ccccc1F)NC1CC1	-0.3%	-4.0%	-2.3%	6.0%	-1.4%	-3.5%	-27.4%	3.5%	-1.9%
COc1ccc(CC(=O)Nc2ccc(-c3ccc4nnc(C)n4n3)cc2)cc1OC	-0.1%	-2.4%	-0.6%	11.2%	14.6%	9.7%	-56.2%	5.7%	4.1%
COc1ccc(OC)c(S(=O)(=O)N2CCC(C(=O)NCc3cccnc3)CC2)c1	-0.2%	3.1%	0.9%	-34.1%	10.7%	9.6%	-3.6%	0.1%	6.2%
COc1ccc(N/C=C/C(=O)c2sc(-c3ccccc3)nc2C)cc1	0.0%	2.7%	10.0%	-16.7%	4.6%	2.7%	14.5%	-3.5%	3.0%
Cc1nn(C)c(C)c1CCC(=O)O	-0.2%	·	-1.6%	4.9%[20 µM]	-7.4%	-10.3%	-5.0%	6.1%	16.9%
CNC(=O)c1ccccc1-c1cn(C)c2ccccc2c1=O	0.2%	-1.9%	-0.8%	11.8%	17.7%	-5.0%	-9.4%	-6.9%	7.3%
CCOC(=O)c1c(-c2ccc(C)cc2)csc1NC(=O)c1ccc(N2C(=O)CCC2=O)cc1	0.1%	4.2%	-1.6%	-11.5%	8.1%	-0.3%	3.0%	9.3%	4.0%
O=[N+]([O-])c1ccn(-c2nc(-c3ccccc3)cc(C(F)(F)F)n2)n1	-0.3%	-7.4%	2.0%	7.3%	34.2%	15.2%	13.0%	69.7%	-2.7%
Cc1cccc(C)c1NC(=O)CSc1nc(N2CCOCC2)nc(N2CCOCC2)n1	-0.1%	4.6%	-2.1%	18.2%	1.9%	-7.1%	10.7%	0.9%	2.8%
CCCCSc1nc(NCc2ccco2)c2c3c(sc2n1)COC(C)(C)C3	-0.1%	-0.1%	1.5%	24.1%	20.3%	-2.3%	3.6%	-0.4%	8.5%
Cn1cc(S(=O)(=O)N2CCN(c3ccccc3F)CC2)c(=O)n(C)c1=O	0.3%	-2.6%	1.1%	-7.2%	2.8%	-1.0%	-7.3%	16.2%	1.4%
Cc1cc(=O)[nH]c(SCn2nnc3ccccc3c2=O)n1	0.3%	2.9%	-1.5%	-3.1%	-7.5%	0.3%	-10.9%	1.4%	8.9%
COc1ccc(CC(=O)NC2CC(C)(C)NC(C)(C)C2)cc1OC	0.3%	-3.5%	0.1%	0.6%	44.2%	-3.4%	0.5%	-1.0%	7.4%
CC(=O)Nc1ccc(S(=O)(=O)N2CCN=C2SCc2ccc([N+](=O)[O-])cc2)cc1	0.0%	12.0%	0.2%	-21.7%	-0.5%	-1.5%	13.9%	0.8%	2.0%
CCC(=O)N1c2ccc(S(=O)(=O)N(CCO)Cc3ccccc3)cc2CC1C (configuration not stated)	-0.1%	5.4%	-2.1%	0.0%	1.7%	2.0%	13.2%	-3.5%	13.3%
CCC(C(=O)NC1CCCC1)N(C(=O)Cn1nnc(-c2ccc(C)o2)n1)c1ccccc1OC (configuration not stated)	-0.1%	-6.2%	-0.1%	-46.1%	-6.0%	-4.5%	-5.2%	3.0%	2.3%
Cc1ccccc1OCC(=O)Nc1sc2c(c1C#N)CC(C)(C)NC2(C)C	-0.4%	2.0%	-0.2%	-2.8%	-9.3%	5.0%	-27.2%	11.7%	10.0%
Cc1ccccc1-c1nc2ccccc2[nH]1	-0.4%	-6.2%	0.3%	1.0%	8.6%	-2.8%	-51.5%	-0.3%	2.5%
Nc1cc(=O)[nH]c(N2CCN(c3ccccc3)CC2)n1	0.2%	2.4%	1.9%	-16.0%	1.0%	0.2%	-26.2%	1.3%	-3.1%
Cc1cccc2cc(COC(=O)c3cccc([N+](=O)[O-])c3)c(=O)[nH]c12	-0.1%	0.7%	-2.2%	13.3%	6.3%	2.0%	-9.1%	-0.2%	8.4%
CCCCNC(=S)N/N=C/c1ccc(OCC(=O)Nc2c(C)cc(C)cc2C)c(OC)c1	-0.3%	10.5%	-1.4%	-3.2%	-3.5%	-1.3%	-15.1%	2.3%	-1.5%
Cc1ccc(N2C(=O)[C@@H]3[C@H](C2=O)[C@H]2C=C(C(=O)c4ccccc4)C=CN2[C@@H]3C(=O)c2ccc(Cl)cc2)cc1	-0.2%	-0.4%	18.5%	-25.4%	12.2%	-4.8%	4.2%	2.2%	3.7%
CCOC(=O)C1=C(C)NC(C)=C(C(=O)OCC)C1c1ccc(Br)o1	-0.2%	1.7%	-1.2%	·	-0.3%	1.9%	2.3%	2.42µM*	5.0%
C=C(C)COc1ccc2c3c(c(=O)oc2c1OCC(=C)C)CCC3	-0.1%	1.4%	-1.0%	-10.8%	13.0%	3.7%	13.0%	-2.0%	-2.0%
CC(=O)N1CCN(Cc2nc3cc(NC(=O)c4cccc(Br)c4)ccc3n2C)CC1	0.3%	-0.1%	-0.3%	23.4%	-3.4%	7.0%	7.2%	1.4%	-7.9%
Fc1ccc(CNc2nc(-c3ccccc3)nc3ccccc23)cc1	-0.1%	-1.4%	0.0%	3.6%	1.4%	-0.9%	-41.3%	14.5%	-10.4%
O=C(NCC1CCCO1)C1CCCN(S(=O)(=O)c2cccc(C(F)(F)F)c2)C1 (configuration not stated)	0.2%	-1.6%	-2.1%	-0.8%	7.2%	-6.2%	28.5%	12.4%	-12.8%
CCC(C)n1c(SCC(=O)/C(C#N)=C(\C)N)nc2ccccc2c1=O (configuration not stated)	0.8%	0.8%	-1.2%	12.0%	-6.9%	-5.8%	-5.1%	5.6%	-22.4%
Cc1ccc(NS(=O)(=O)c2cc(C(=O)O)ccc2Cl)c(C)c1	-0.2%	1.4%	0.8%	36.0%	11.9%	-5.3%	23.9%	-4.6%	7.1%
Cc1ccc(Cn2c(N)c(S(=O)(=O)c3cccs3)c3nc4ccccc4nc32)cc1	0.0%	-3.6%	-2.2%	2.6%	5.1%	-6.2%	-34.3%	1.2%	11.4%
Cc1ccc(S(=O)(=O)Nc2cccnc2)cc1	-0.1%	1.6%	-0.1%	-41.1%	5.7%	0.1%	1.3%	-3.3%	-9.3%
Cc1ccc(NC(=O)CSc2nnc(C)c(=O)[nH]2)cc1C	-0.4%	2.4%	3.3%	-9.8%	-2.4%	1.4%	-34.8%	-3.0%	5.4%
CCCn1c(C(=O)OC)cc2c1ccn2-c1ccc(F)cc1	-0.1%	-0.5%	-1.3%	3.4%	-7.3%	-2.6%	-3.9%	-0.3%	-3.6%
CCOC(=O)c1ccccc1NC(=O)N[C@@H](C)C(=O)OC	-0.1%	0.2%	-3.4%	·	-22.9%	-3.5%	9.1%	-2.7%	7.0%
S=C(Nc1ccc2cn[nH]c2c1)Nc1ccccc1Cl	-0.1%	3.9%	0.2%	-54.2%	-10.9%	-2.7%	-46.4%	-4.1%	9.9%
CC1(C)C2([N+](=O)[O-])CN3CC1([N+](=O)[O-])CN(C2)C3C(O)C(O)C(O)CO (configuration not stated)	-0.2%	7.0%	1.2%	-3.4%	-11.6%	5.3%	1.6%	4.2%	-1.0%
COCCOC(=O)c1c(C)n(C)c2ccc(OC(=O)c3ccccc3OC)cc12	-0.1%	2.4%	1.6%	-4.0%	1.5%	-3.2%	-2.0%	11.1%	2.1%
Cc1cc(SCCC(=O)O)nc2ccccc12	-0.1%	31.6%	-0.6%	-20.0%	9.4%	3.7%	-6.9%	1.2%	-7.7%
COC(=O)C(Cc1ccccc1)NC(=O)COc1ccc(C(C)(C)C)cc1 (configuration not stated)	-0.1%	-6.8%	0.5%	-28.2%	?	0.3%	-21.4%	-7.2%	4.3%
COc1ccc(C(=O)Nc2ccccc2C(=O)NCc2cccnc2)cc1	0.5%	1.1%	2.2%	-4.0%	7.4%	1.3%	-26.0%	2.4%	3.2%
Cc1c(C(=O)NCCSCc2ccc(Cl)cc2Cl)cccc1[N+](=O)[O-]	-0.1%	4.9%	-4.9%	-46.5%	-4.2%	-3.3%	·	-3.6%	6.1%
COc1ccc(OC)c(NC(=O)CC2C(=O)NCCN2C(=O)c2ccccc2)c1 (configuration not stated)	0.4%	0.5%	-0.3%	-5.6%	-9.1%	0.0%	-6.6%	6.5%	6.4%
CS(=O)(=O)NCCCNc1ccc(Cl)cc1[N+](=O)[O-]	1.4%	0.3%	4.3%	-5.9%	10.5%	1.0%	9.8%	-4.5%	-2.9%

Bioassay records from PubChem.

An excerpt; rates above refer to the full screens.
